Mtb RmlCD inh: M. tuberculosis RmlC/RmlD coupled enzyme inhibitors, primary screen, biochemical, compound mixtures, 384-well, from 1536-well plates. dTDP-4-dehydrorhamnose reductase (Mycobacterium tuberculosis (strain ATCC 25618 / H37Rv)) …. RmlC+RmlD coupled enzyme assay, percent inhibition; primary screen in compound mixtures. inhibition, % at 3.6 µM. actives 0.03% (n = 160,000). AID 1533, 2009; in the data active = inhibition mostly above about 34%, no sharp cut-off; inconclusive = no clear call, values can overlap the other calls; inactive = mostly below about 22%; note: some results filed as inactive read as strong as hits
Target sequence (P9WH09 whole entry, looked up): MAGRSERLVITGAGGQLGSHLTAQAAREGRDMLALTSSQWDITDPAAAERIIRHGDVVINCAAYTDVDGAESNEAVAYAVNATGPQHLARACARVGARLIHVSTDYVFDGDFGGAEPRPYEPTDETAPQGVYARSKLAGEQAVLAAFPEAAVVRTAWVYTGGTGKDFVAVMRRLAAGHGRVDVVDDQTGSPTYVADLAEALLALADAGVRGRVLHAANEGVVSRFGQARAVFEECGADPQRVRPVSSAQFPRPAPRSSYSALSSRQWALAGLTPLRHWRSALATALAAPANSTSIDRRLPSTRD
Target sequence (P9WH11 whole entry, looked up): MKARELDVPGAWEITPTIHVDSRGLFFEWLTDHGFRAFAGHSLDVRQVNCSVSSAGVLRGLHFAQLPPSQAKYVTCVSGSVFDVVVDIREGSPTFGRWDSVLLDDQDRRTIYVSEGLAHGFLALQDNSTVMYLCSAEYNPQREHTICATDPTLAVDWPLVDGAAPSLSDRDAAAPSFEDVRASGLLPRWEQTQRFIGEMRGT
M. tuberculosis GlmU: inhibition of mycobacterial GlmU enzyme – biochemical, glucosamine-1-phosphate acetyltransferase (AID 1376) | actives 0.25% (n = 220,000) | inhibition, %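 (tested at 30 µM in the primary screen)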, or IC50 in µM where a hit was titrated | M. tuberculosis GlmU acetyltransferase enzyme assay; higher % means a stronger effect; in the data active = inhibition above about 13%; inconclusive = no clear call, values can overlap the other calls;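 note: 0% = complete reaction with vehicle and 100% = reaction without substrate; strong numbers were not always called active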
Starred values were filed as active, the others as inactive; ? = inconclusive; . = no result given. An excerpt (hit frequency here may not be typical).

SMILES	Mtb RmlCD inh	M. tuberculosis GlmU
NS(=O)(=O)c1ccc(NC(=S)NCCc2ccccc2)cc1	2	-1.6%
Cc1c(NS(=O)(=O)c2ccc3c(c2)CCN3C(=O)C2CC2)c(=O)n(-c2ccccc2)n1C	-9	.
COc1ccc(OCCCC(=O)Nc2nc(-c3ccccn3)cs2)cc1	-14	0.7%
CN1C(=S)SC(/[N+]([O-])=C\c2ccccc2F)C1(C)C (stereo unspecified)	5	3.5%
CC1CC(C)CN(S(=O)(=O)N2CCC(C(=O)NCc3ccco3)CC2)C1 (stereo unspecified)	2	-2.6%
O=S(=O)(NCCOCC(F)(F)C(F)F)c1ccc2oc3ccccc3c2c1	.	2.2%
COc1ccc(/C(=N\O)c2nccc3cc(OC)c(OC)cc23)cc1OC	-1	0.5%
COC(=O)COc1cc(C)cc2oc(=O)c3c(c12)CCCC3	-10	0.1%
S=c1[nH]nc(-c2ccccc2)n1/N=C/c1cccs1	.	1.8%
Cc1cc(NC(=O)CSc2ccc(-c3ccccc3)nn2)no1	-2	-7.1%
Nc1c(C(=O)c2ccc(Br)s2)oc2ccccc12	-1	-4.2%
Clc1ccccc1OCCn1ccnc1	-9	0.1%
Cc1onc(NC(=O)c2ccc([N+](=O)[O-])o2)c1Br	0	0.1%
COCCn1c(C)cc(C(=O)COC(=O)c2cncc(Br)c2)c1C	.	-2.7%
CCc1nnc(NC(=O)[C@@H](NC(=O)c2cc(OC)cc(OC)c2)C(C)C)s1	.	-1.0%
CCn1c(COc2cccc(C)c2)nnc1SCC(=O)CC(=O)Nc1ccccc1OC	.	-5.4%
CCOC(=O)c1c(C)[nH]c2c1cc(O)c1ccccc12	-16	-3.6%
N#Cc1c(-c2ccco2)nc(NCC2CCCO2)[nH]c1=O (stereo unspecified)	-12	0.7%
CCc1ccc2oc(-c3cc(N=Cc4cccc(OC)c4O)ccc3O)nc2c1	.	4.8%
COc1cccc(CC2(CO)CCN(C(=O)NC3CCCCC3)CC2)c1	-9	1.4%
CCC(CO)NCc1ccc(OC2CCCC2)cc1 (stereo unspecified)	3	-3.5%
C=CCn1c(O)c(N=NC(=S)Nc2ccc(OC)c(Cl)c2)c2ccccc21	20	-0.4%
CCOC(=O)CSc1nc(C2CC2)cc(-c2ccc(Cl)cc2)c1C#N	-10	0.0%
O=C(O)c1ccccc1N1C(=O)C2C3c4ccccc4C(Br)(c4ccccc43)C2C1=O (stereo unspecified)	13	4.3%
COc1ccc(N(CC(=O)NCc2ccco2)S(=O)(=O)c2ccc(OC)c(OC)c2)cc1	8	-2.5%
(next part)
SMILES	Mtb RmlCD inh	M. tuberculosis GlmU
COc1ccc(C(=O)Nc2nnc(-c3cccs3)s2)cc1	-9	-4.5%
O=C(Cn1cccc1C(=O)c1ccccc1)NCc1cccc(Cl)c1	31	1.7%
Nc1nc(NC(=O)c2ccc(Cl)cc2)nn1-c1ccccc1	44	2.5%
Cn1cc(C(=O)N/N=C/c2c(O)ccc3ccccc23)ccc1=O	-7	-2.4%
O=C(CSc1nc2ccccc2c(=O)[nH]1)N1CCN(S(=O)(=O)c2ccccc2)CC1	-5	1.9%
COC(OC)c1ccnc(-c2ccc(OC(=O)c3ccccc3)cc2)n1	4	-0.9%
COc1ccc(-n2c(NCCN(C)C)nc3sc4c(c3c2=O)CCCCC4)cc1	3	0.2%
Cc1ccc(S(=O)(=O)N2CCN(C(=O)CN3CCCC3)C2)cc1	2	1.0%
O=C(O)C1Cc2ccccc2CN1S(=O)(=O)c1ccccc1 (stereo unspecified)	-8	3.2%
CNC(=S)NN(C)c1nc(C)cc(C)n1	5	-4.1%
COc1ccc(CCC(C)Nc2cccc(F)c2)cc1 (stereo unspecified)	30	6.3%
O=C(O)c1cc(-c2ccccc2Cl)n[nH]1	-3	4.8%
Cc1ccc(CNC(=O)C2CCCCC2C(=O)O)cc1 (stereo unspecified)	.	0.1%
CCc1ccc(S(=O)(=O)/N=C2/C=C(Sc3ncn[nH]3)C(=O)c3ccccc32)cc1	-1	8.4%
COc1cc(OC)c(OC)cc1/C=C1\CCC(C2CCCC2)C1=O (stereo unspecified)	10	-8.6%
O=C(c1ccc(CS(=O)(=O)c2ccc(Br)cc2)o1)N1CCN(C2CCCCC2)CC1	-1	.
Cc1ncn2cc(-c3ccc(Cl)cc3Cl)[nH]c(=O)c12	7	-2.7%
Cc1cc(C)n(/N=C/c2c[nH]c3ccccc23)c(=O)c1C#N	-8	3.0%
COc1ccc(CCNC(=O)c2ccc(CS(=O)(=O)c3ccc(Cl)cc3)o2)cc1OC	.	-2.5%
COc1ccc(Cl)cc1NC(=S)N1CCCC1	-1	-5.6%
COc1ccc2[nH]c(C)c(C(=O)CN3CCN(C/C=C/c4ccccc4)CC3)c2c1	-9	0.8%
O=C(COC(=O)c1cccs1)c1ccccc1	.	9.2%
O=C(CC1SC(N2CCCCC2)=NC1=O)Nc1cccc(C(F)(F)F)c1 (stereo unspecified)	.	0.9%
CC(=C\c1ccco1)/C=C(\C#N)C(=O)NCCc1c[nH]c2ccccc12	-15	3.6%
O=C(COc1ccccc1)c1cn(CC(=O)N2CCCC2)c2ccccc12	-5	-6.8%
(further entries)
SMILES	Mtb RmlCD inh	M. tuberculosis GlmU
NNc1nc(-c2ccccc2)nc2sc3c(c12)CCCC3	5	2.7%
CC[C@@H]1[C@H]2CCCC(=O)N3CC[C@@H](C[C@H]1O)[C@@H]23	.	-1.4%
COC(=O)Cn1c(=NC(=O)C(C)C)sc2c(C)cc(C)cc21	4	-3.2%
Nc1nc(-c2ccccc2)cs1	11	7.4%
CCCCN(C)C(=O)c1nc2ccccn2c1CN1CCN(C(=O)c2cccs2)CC1	0	4.7%
CN(CCCNC(=O)C1CCN(S(=O)(=O)c2cccc3nsnc23)CC1)Cc1ccccc1	?	-2.2%
O=C(C[n+]1ccccc1)N/N=C/c1ccccc1[N+](=O)[O-]	-12	2.9%
CCn1nc(C(=O)NNC(=O)COc2ccccc2C)c2ccccc2c1=O	3	2.8%
COc1ccc(C)cc1NC(=O)N1CCC2(CC1)OCCO2	.	2.2%
Cc1cc(C)cc(C(=O)NC(=S)Nc2ccc(Cc3ccncc3)cc2)c1	.	-2.0%
CC1CN(CCCCN2C(=O)c3ccccc3C2=O)CC(C)O1 (stereo unspecified)	9	-0.6%
O=c1[nH]nc(Cc2ccccc2)c2ccccc12	1	-1.9%
C[C@H](NC(=O)Nc1cccc(Br)c1)C(=O)O	7	-3.7%
Cc1ccc(CNC(=O)C2CC(c3ccccc3[N+](=O)[O-])=NO2)cc1 (stereo unspecified)	-10	-0.8%
COCCN1C(=O)C(=O)/C(=C(/O)c2cccc(OC)c2)C1c1ccc(C)o1 (stereo unspecified)	.	2.6%
O=C(O)c1cccc(Oc2ccc([N+](=O)[O-])cc2)c1	-1	0.7%
CCC(c1nnnn1CCOC)N1CCN(Cc2ccccc2)CC1 (stereo unspecified)	.	-3.0%
O=C(CCC(=O)OCC(=O)c1ccc(C(F)(F)F)cc1)OCC(=O)c1ccc(C(F)(F)F)cc1	6	4.1%
FC(F)(F)c1cccc(Cn2nnnc2-c2ccc(Cl)cc2)c1	4	-1.1%
CCn1cc(CN2CCc3c([nH]c4ccccc34)C2c2ccc(F)c(OC)c2)c(C)n1 (stereo unspecified)	.	0.1%
O=C1CC(c2ccccc2)SC(N(c2ccccc2)c2ccccc2)=N1 (stereo unspecified)	6	-0.6%
CC(C)CCNC(=O)[C@@H](NC(=O)c1c(F)cccc1F)C(C)C	5	7.1%
O=C(c1cccc(Cl)c1)N1CCN(Cc2ccccc2F)CC1	.	1.3%
Cc1ccc2[nH]c(=O)c(CN(CC3CCCO3)S(=O)(=O)c3cccc4nsnc34)cc2c1 (stereo unspecified)	-7	0.8%
NS(=O)(=O)c1ccc(-c2ccc(/C=C3\SC(=S)N(C4CCS(=O)(=O)C4)C3=O)o2)cc1 (stereo unspecified)	-14	3.0%

Next part; the last five above are carried over.
SMILES	Mtb RmlCD inh	M. tuberculosis GlmU
O=C1CC(c2ccccc2)SC(N(c2ccccc2)c2ccccc2)=N1 (stereo unspecified)	6	-0.6%
CC(C)CCNC(=O)[C@@H](NC(=O)c1c(F)cccc1F)C(C)C	5	7.1%
O=C(c1cccc(Cl)c1)N1CCN(Cc2ccccc2F)CC1	.	1.3%
Cc1ccc2[nH]c(=O)c(CN(CC3CCCO3)S(=O)(=O)c3cccc4nsnc34)cc2c1 (stereo unspecified)	-7	0.8%
NS(=O)(=O)c1ccc(-c2ccc(/C=C3\SC(=S)N(C4CCS(=O)(=O)C4)C3=O)o2)cc1 (stereo unspecified)	-14	3.0%
COc1ccc(OC)c(NC(=O)CSc2nc(N)c(-c3ccccc3)c(=O)[nH]2)c1	-9	3.0%
CCc1nnc(NC(=O)CSc2nc3ccccc3s2)s1	8	-2.8%
CCn1c(Cc2ccccc2)nnc1SCC(=O)NC1CCCC1	-5	1.3%
CC1(C)OC(=O)C(=NNc2ccc(Cl)cc2)C(=O)O1	.	5.7%
COc1ccc(N2CCN(C(=O)CSc3ccccc3)CC2)cc1	.	-8.2%
COc1ccc(NS(=O)(=O)c2cccc(C(=O)OCC(=O)Nc3cc(C)on3)c2)cc1	.	2.0%
CC(C)Nc1nc(-c2ccccc2)nnc1-c1ccccc1	15	-0.5%
COC(=O)/C=C1\SC(=NC(=O)c2ccc(C)cc2)NC1=O	-14	0.6%
COc1cc2cc(Oc3ccc4ccc(=O)oc4c3)c(=O)oc2cc1OC(=O)C=C(C)C	.	-3.0%
CN(N)c1nc(-c2ccccc2)nnc1C(F)(F)F	-12	-3.2%
O=S(=O)(c1ccccc1Cl)N1CCCC1c1nc(-c2ccc(Cl)cc2)no1 (stereo unspecified)	3	-7.0%
COCCN1C=C(C(=O)OC)C(c2ccc(Cl)cc2)C(C(=O)OC)=C1	-13	1.1%
O=c1[nH]c(C(Cl)Cl)nc2sc3c(c12)CCN(Cc1ccccc1)C3	.	-2.9%
Cc1nnc(NC2(C(F)(F)F)C(=O)Nc3c2c(=O)n(C)c(=O)n3C)s1 (stereo unspecified)	7	4.6%
Cn1c(=O)n(C/C=C/c2ccccc2)c(=O)c2c1nc1n2CCCN1c1ccc(F)cc1	.	3.9%
O=C(CCN1C(=O)COc2ccccc21)NCc1ccco1	1	-0.8%
CCOC(=O)c1ccccc1-c1cn2cc(Cl)ccc2n1	-14	-8.9%
COc1ccc(/C=C\C(=O)c2c(O)ccc3c(C)cc(=O)oc23)cc1OC	7	11%
O=C(CN1CCN(Cc2ccccc2)CC1)N=Nc1c(O)[nH]c2ccccc12	-14	3.8%
CCCCN(C)Cc1cc(=O)oc2cc3c(cc12)CCCC3	8	-3.2%
O=C(Nc1ccc2c(c1)OCO2)C1CCCN(c2nc3ccccc3s2)C1 (stereo unspecified)	-7	-0.7%
CCn1c(-c2ccccc2)c(C(=O)CC#N)c2ccccc21	-6	-6.1%
S=C1NCN(Cc2ccco2)CN1Cc1ccco1	12	-3.0%
CCCC(=O)NNC(=O)Nc1ccccc1	.	8.0%
Cn1ccnc1SCC(=O)Nc1cccc(S(=O)(=O)N2CCCCCC2)c1	4	-3.2%

Entries from the list above that contain a thiophene ring, fused or not (eight):
SMILES	Mtb RmlCD inh	M. tuberculosis GlmU
S=c1[nH]nc(-c2ccccc2)n1/N=C/c1cccs1	.	1.8%
Nc1c(C(=O)c2ccc(Br)s2)oc2ccccc12	-1	-4.2%
COc1ccc(C(=O)Nc2nnc(-c3cccs3)s2)cc1	-9	-4.5%
COc1ccc(-n2c(NCCN(C)C)nc3sc4c(c3c2=O)CCCCC4)cc1	3	0.2%
O=C(COC(=O)c1cccs1)c1ccccc1	.	9.2%
NNc1nc(-c2ccccc2)nc2sc3c(c12)CCCC3	5	2.7%
CCCCN(C)C(=O)c1nc2ccccn2c1CN1CCN(C(=O)c2cccs2)CC1	0	4.7%
O=c1[nH]c(C(Cl)Cl)nc2sc3c(c12)CCN(Cc1ccccc1)C3	.	-2.9%

Additional compounds:
SMILES	Mtb RmlCD inh	M. tuberculosis GlmU
Cc1cc(C(=O)CSc2ccc(Cl)cc2)cc(C)c1OC(=S)N(C)C	6	-3.9%
COC(=O)C1=C(C)N(C)C(=O)NC1c1ccc([N+](=O)[O-])o1 (stereo unspecified)	.	-2.3%
CC(NC(=O)c1cccc(S(=O)(=O)N(C)C)c1)c1nc2ccccc2[nH]1 (stereo unspecified)	-4	-5.2%
CCOc1ncccc1C(=O)OCC(=O)NCc1ccc2c(c1)OCO2	-5	-0.3%
Cc1cc(C)nc(N/N=C/c2cccc([N+](=O)[O-])c2)n1	.	-7.8%
CN(NC1OC(=O)c2ccccc21)c1ncc(C(F)(F)F)cc1Cl (stereo unspecified)	-4	-4.3%
c1ccc(CSc2ncnc3ccccc23)cc1	.	-3.4%
COC(=O)CCc1nc2c(C#N)c(-c3ccc(Cl)cc3)ccn2n1	-12	1.5%
O=C(Cc1ccccc1Cl)NCCCn1ccnc1	-11	2.5%
CCOC(=O)N1CCN(C(=O)c2cnsn2)CC1	.	2.5%
CC(C)c1nc(SCC(=O)Nc2ccc3c(c2)OCCO3)c2c(=O)n(C)c(=O)n(C)c2n1	5	2.9%
CSc1nc2c(cc1C#N)CCC2	-10	2.5%
CCO[C@@H]1OC(C(=O)N2CCOCC2)=C[C@H](C2CC2)[C@H]1CCCO	.	-1.5%
C/C(=N/NC(=O)c1cc(C)[nH]n1)c1ccco1	5	0.0%
C=CCc1cc(Cl)ccc1OCCNCCN1CCOCC1	2	-2.5%
N#Cc1nc(-c2ccc(OCc3ccccc3)cc2)oc1NCCCN1CCOCC1	-2	-0.9%
COc1ccc(NC(=S)Nc2ccc(S(=O)(=O)N3CCOCC3)cc2)c(OC)c1	7	-3.5%
